Screening data as filed in PubChem BioAssay.
Anesthetic bind – qHTS Assay for Identification of Novel General Anesthetics | Ferritin light chain (Equus caballus), P02791 | apoferritin/1-aminoanthracene competitive binding, fluorescence | Potency, µM (top dose mostly 77.5 µM), for the others: at the highest dose activity change, negative = displacement, usual class: inhibitors | 350,000 tested, 0.074% active | AID 485281, 2010; also: % is scaled to controls: 0 for no effect and ±100 for the full control effect; nearly all actives have a fitted effect of over 20% in size
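Horse-spleen apoferritin (10 uM) in 50% saturated 1-aminoanthracene in PBS was incubated 10 min at room temperature with compound. Fluorescence (ex 380, em 535 nm) was normalized to free and bound 1-AMA, with concentration-response fitted by a four-parameter Hill equation.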
BLM helicase inh – qHTS Assay for Inhibitors of Bloom's syndrome helicase (BLM); Potency, µM (series often up to 56.1 µM), for the others: at the highest dose activity change, negative = inhibition, hits mostly inhibitors; recombinant BLM DNA unwinding, fluorescence dequenching; AID 2528, 2010; RecQ-like DNA helicase BLM (Homo sapiens), P54132; 350,000 tested, 0.2% active;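 also: plate controls were vehicle for no effect and no enzyme for full effect; nearly all actives have a fitted effect of over 35% in size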
Pol iota inh – qHTS for Inhibitors of Polymerase Iota | Pol iota fluorescent replication assay, 10 min | 390,000 tested, 1% active | AID 588590, 2011 | Potency, µM (highest dose often 115 µM), without a hit: top-dose activity, negative = inhibition, usual class: inhibitors | DNA polymerase iota (Homo sapiens), Q9UNA4
Target sequence (Q9UNA4 whole entry, looked up): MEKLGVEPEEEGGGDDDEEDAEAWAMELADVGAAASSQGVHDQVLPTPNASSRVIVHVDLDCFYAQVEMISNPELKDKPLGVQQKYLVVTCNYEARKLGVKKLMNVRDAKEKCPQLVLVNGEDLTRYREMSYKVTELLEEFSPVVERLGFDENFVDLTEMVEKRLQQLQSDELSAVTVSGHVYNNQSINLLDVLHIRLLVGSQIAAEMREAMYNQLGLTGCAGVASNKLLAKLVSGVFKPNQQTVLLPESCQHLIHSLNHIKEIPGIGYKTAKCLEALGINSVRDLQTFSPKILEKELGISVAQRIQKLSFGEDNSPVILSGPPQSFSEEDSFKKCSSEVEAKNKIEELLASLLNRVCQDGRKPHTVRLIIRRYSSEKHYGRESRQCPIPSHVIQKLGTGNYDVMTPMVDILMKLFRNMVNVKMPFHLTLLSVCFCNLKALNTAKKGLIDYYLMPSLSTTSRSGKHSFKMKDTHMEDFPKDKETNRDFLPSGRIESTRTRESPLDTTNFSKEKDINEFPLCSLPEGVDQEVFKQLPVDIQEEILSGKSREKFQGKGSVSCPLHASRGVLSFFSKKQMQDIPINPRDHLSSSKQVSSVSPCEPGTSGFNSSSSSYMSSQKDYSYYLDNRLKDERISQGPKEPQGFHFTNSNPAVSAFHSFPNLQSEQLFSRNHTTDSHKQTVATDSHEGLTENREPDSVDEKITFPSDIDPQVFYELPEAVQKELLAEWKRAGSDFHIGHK
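Pol iota at 10 nM preincubated 15 min with compounds at room temperature; reaction started with fluorescent substrate, 50 nM final. Fluorescence read kinetically at 0 and 10 min; buffer-only wells as negative control.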
POLB inh – qHTS Assay for Inhibitors of DNA Polymerase Beta; P06746; 340,000 tested, 1.3% active; Pol beta primer extension/strand displacement, fluorescence kinetic; AID 485314, 2010; Potency, µM (series often up to 114 µM), inactives show top-dose activity change, negative = inhibition, usual class: inhibitors; also: % is scaled to controls: 0 for no effect and ±100 for the full control effect
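Values derive from four-parameter Hill fits of normalized kinetic data: reads at 0 and 10 min following addition of 50 nM substrate to 10 nM Pol beta preincubated 15 min with compound.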
BAZ2B inh – qHTS Assay for Inhibitors of BAZ2B | Potency, µM (series often up to 114 µM), without a hit: at the top dose activity change, negative = inhibition, usual class: inhibitors | AlphaScreen BAZ2B-H3K14Ac peptide displacement | AID 504333, 2011 | 360,000 tested, 4.4% active | Bromodomain adjacent to zinc finger domain protein 2B (Homo sapiens), Q9UIF8; also: % is scaled to controls: 0 for no effect and ±100 for the full control effect; nearly all actives have a fitted effect of over 60% in size
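Compounds, titrated to a top concentration of 110 uM, were incubated 30 min at room temperature with preformed BAZ2B/acetyl-K14 H3 peptide complex (50 nM each). Proximity signal was measured by AlphaScreen after 20 min with beads.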
POLH inh – qHTS for Inhibitors of Polymerase Eta; DNA polymerase eta (Homo sapiens), Q9Y253; recombinant Pol eta, fluorescent DNA replication assay; Potency, µM (top dose mostly 114 µM), for inactives: at the highest dose activity change, negative = inhibition, usual class: inhibitors; 390,000 tested, 1.2% active; also: % is scaled to controls: 0 for no effect and ±100 for the full control effect
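Fluorescent replication assay: 50 nM final substrate added after a 15 min room-temperature compound preincubation with 10 nM enzyme. Signal taken at 0 min and again at 10 min.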
POLK inh – qHTS for Inhibitors of Polymerase Kappa; AID 588579, 2011; purified Pol kappa, fluorescent DNA synthesis assay, 10 min; Potency, µM (doses to about 107 µM), inactives show top-dose activity, negative = inhibition, actives largely listed as inhibitors; 400,000 tested, 0.53% active; also: % is scaled to controls: 0 for no effect and ±100 for the full control effect
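Fluorescent qHTS in 1536-well format: enzyme (10 nM) and compound sat 15 min at room temperature before 50 nM substrate (final) was added. Signal taken at 0 and 10 min; no-enzyme buffer wells were negative controls.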
G9a inh – qHTS Assay for Inhibitors of Histone Lysine Methyltransferase G9a. AID 504332, 2011. G9a H3K9 monomethylation, AlphaScreen, 2 h. Potency, µM (top dose mostly 102 µM), for the others: at the highest dose activity, negative = inhibition, actives largely listed as inhibitors. 350,000 tested, 8.8% active. Histone-lysine N-methyltransferase EHMT2 (Homo sapiens), Q96KQ7; also: % is scaled to controls: 0 for no effect and ±100 for the full control effect; nearly all actives have a fitted effect of over 75% in size
Target sequence (Q96KQ7 913-1193 limits assumed): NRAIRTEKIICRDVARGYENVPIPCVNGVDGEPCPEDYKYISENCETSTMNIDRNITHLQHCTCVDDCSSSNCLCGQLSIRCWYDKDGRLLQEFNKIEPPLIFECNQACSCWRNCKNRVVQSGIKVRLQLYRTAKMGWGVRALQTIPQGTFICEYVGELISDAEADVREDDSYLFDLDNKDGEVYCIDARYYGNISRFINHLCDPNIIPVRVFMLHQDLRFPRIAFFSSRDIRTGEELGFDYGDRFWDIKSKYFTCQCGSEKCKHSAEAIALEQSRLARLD
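Signal arises when biotinylated H3K9 peptide, once monomethylated, bridges streptavidin donor and antibody-captured acceptor beads. Enzyme at 20 nM was preincubated 15 min with test compounds; peptide 500 nM and SAM 20 uM then reacted for 2 h.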
APE1 inh – qHTS Assay for Inhibitors of the Human Apurinic/apyrimidinic Endonuclease 1 (APE1). recombinant APE1, TAMRA/BHQ-2 abasic DNA cleavage fluorescence. Potency, µM (series often up to 65.8 µM), inactives show at the top dose activity change, negative = inhibition, hits mostly inhibitors. 350,000 tested, 0.35% active. AID 2517, 2012;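 also: plate controls were vehicle for no effect and reference inhibitor for full effect; nearly all actives have a fitted effect of over 55% in size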
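Compound pre-exposure to 0.75 nM APE1, 15 min at ambient temperature. Reaction initiated with 50 nM TAMRA/BHQ-2 THF substrate, read immediately in kinetic mode, 525 nm excitation, 598 nm emission.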
The depositor's hits bear a star; ? = inconclusive; · = no result given; & = joins results of further samples; [ ] = remark or other dose. Calls follow the shape of the dose curve; as a rule, active = well fitted curve in the direction sought with a large enough effect; inconclusive = small, poorly fitted or top-dose-only effect, or another doubt; inactive = no such curve, though single readings can be large; an effect the other way counts as inactive or inconclusive. Potency is read from the fitted curve at half-maximal effect.

compound	G9a inh	APE1 inh	POLH inh	Anesthetic bind	BAZ2B inh	POLB inh	Pol iota inh	BLM helicase inh	POLK inh
Cc1c2cnn(CC(=O)Nc3cccc(C(F)(F)F)c3)c(=O)c2c(C)n1Cc1ccccc1Cl	8%[59 µM]	·	-16%	-4%	-15%	0%	16%	-12%	-15%
O=c1cc2c(n[nH]1)-c1ccccc1CC2	1%	-9%	-9%	4%	4%	6%	16%	-2%	4%
N#CC(c1ccccc1)c1ccc(=O)[nH]n1 (stereo unspecified)	·	3%	-9%	-2%	20%	-27%	-18%	3%	-3%
Cc1cc(C)n2nc(C(=O)Nc3ccc4c(c3)OCO4)cc2n1	?	0%	-13%	-15%	-6%	-24%	-9%[58.9 µM]	-4%	-7%
COc1ccc(S(=O)(=O)Nc2cccc(-c3ccc(N4CCCCCC4)nn3)c2)c(OC)c1	45µM*	-22%	-16%&-21%	?	-14%&-4%	?	-1%&11%	-8%&-4%	-13%
COc1ccc(C(=O)C2CCCN(C(=O)Cc3c(C)noc3C)C2)cc1OC (stereo unspecified)	·	12%	0%	-6%	-6%	21%	101%[activator]	-1%	4%
CC(C(=O)N1CCOCC1)N1C(=O)c2cccc3cccc(c23)C1=O (stereo unspecified)	?	7%	2%	-13%	-12%	4%	19%	-4%	-7%
O=C(Cc1ccccc1)NCC(=O)N/N=C/c1cccs1	32%	-1%	8%	-23%	-20%	-1%	-28%	-8%	-9%
CC(=O)Nc1ccc(-c2ccc(NC(C)=O)c(O)c2)cc1O	?	?	35µM*	-2%	-37%	?	?	-15%	?
CC(C)CCOc1ccc(C2N=C(N)Nc3nc4ccccc4n32)cc1 (stereo unspecified)	2%[59 µM]	·	-14%	?	1%	4%	-4%	-3%	-18%
CN1CCSc2ccc(C(=O)NCc3ccccc3)cc21	40µM*	28%	-8%&9%	92%&45%[activator]	?	2%&38%	9%&-8%	-2%&1%	5%&3%
COc1ccc(C(=O)c2ccc(OC)cc2OC)cc1	·	1%	-5%	-6%	0%	1%	31%[activator]	0%	0%
O=C(COC(=O)c1cccnc1Cl)Nc1ccc(N2CCCCC2)cc1	-9%[2.33 µM]	28%	-24%	·	-39%	·	4%	·	-18%
COc1ccccc1C(=O)c1cc2ccc(O)cc2oc1=O	12%[59 µM]	9%	-16%	-13%	-14%	-23%	27%	-1%	7%
COc1ccc(C)cc1N(C(=O)COc1ccccc1)c1nc2ccccc2s1	-1%[59 µM]	-1%	-8%	2%	-1%	89%	2%	-7%	-11%

Entries of single compounds as entered above. Screens in order: G9a inh | APE1 inh | POLH inh | Anesthetic bind | BAZ2B inh | POLB inh | Pol iota inh | BLM helicase inh | POLK inh
Listed for `Cc1cc(C)n2nc(C(=O)Nc3ccc4c(c3)OCO4)cc2n1` = ? | 0% | -13% | -15% | -6% | -24% | -9%[58.9 µM] | -4% | -7%
Listed for `COc1ccc(C(=O)C2CCCN(C(=O)Cc3c(C)noc3C)C2)cc1OC` (stereo unspecified) = · | 12% | 0% | -6% | -6% | 21% | 101%[activator] | -1% | 4%
Listed for `COc1ccc(S(=O)(=O)Nc2cccc(-c3ccc(N4CCCCCC4)nn3)c2)c(OC)c1` = 45µM* | -22% | -16%&-21% | ? | -14%&-4% | ? | -1%&11% | -8%&-4% | -13%
Listed for `O=C(Cc1ccccc1)NCC(=O)N/N=C/c1cccs1` = 32% | -1% | 8% | -23% | -20% | -1% | -28% | -8% | -9%
Listed for `O=c1cc2c(n[nH]1)-c1ccccc1CC2` = 1% | -9% | -9% | 4% | 4% | 6% | 16% | -2% | 4%

(cont.)
compound	G9a inh	APE1 inh	POLH inh	Anesthetic bind	BAZ2B inh	POLB inh	Pol iota inh	BLM helicase inh	POLK inh
Cc1c(NC(=O)Nc2ccc3c(c2)OCO3)c(=O)n(-c2ccccc2)n1C	-9%[59 µM]	1%	-6%	-2%	-4%	2%	15%	1%	-22%
O=C(CN(Cc1ccccc1F)C(=O)Cn1nnc(-c2cccs2)n1)NC1CCCCC1	21%[59 µM]	5%	-3%	4%	-3%	4%	2%	-1%	-2%
CCC1CCCCN1CCCNC(=O)c1csc2c1CCCCC2 (stereo unspecified)	24%	6%	-10%	-17%	-18%	2%	-3%	2%	-13%
CCN1CCC(NC(=O)Nc2cc(Cl)ccc2OC)CC1	8%	1%	7%	-2%	6%	4%	4%	4%	-17%
O=S(=O)(CCc1nc2ccccc2s1)c1ccc(Cl)cc1	11%[59 µM]	1%	2%	-2%	-2%	6%	19%	1%	2%
CCN(CC)CCN(C(=O)c1cc2ccccc2cc1OC)c1nc2ccc(OC)cc2s1	45µM*	56%[activator]	-19%	-5%	?	?	-4%	1%	-5%
CCOC(=O)c1sc(NC(=O)CSc2nccn2C)nc1C	-13%	21%	1%	-4%	-29%	23%	26%	-3%	-2%
C/C=C(/C)C(=O)OC1c2c(ccc3ccc(=O)oc23)OC(C)(C)C1OC(C)=O (stereo unspecified)	6%[59 µM]	5%	-17%	?	4%	-1%	1%	-7%	-16%
Cc1ccc(C)c(NC(=O)C(=O)NCCc2csc(-c3cccc(F)c3)n2)c1	11%[59 µM]	·	-5%	8%	0%	13%	5%	-1%	-7%[60.1 µM]
NC(=O)CSc1nnc(NC(=O)c2ccc3ccccc3c2)s1	?	-7%	-7%	·	5%	·	56%[activator]	·	-2%
Cc1nnc(SCC(=O)N2CCN(c3ccccc3)CC2)n1-c1ccccc1	-14%[2.33 µM]	-3%	-14%	-9%	-6%	15%	-1%	1%	10%
COC(=O)c1ccc(NC(=S)NCCc2ccc(OC)cc2)cc1	16%[59 µM]	0%	-24%	-6%	-1%	2%	?	-11%	0%
O=C(COC(=O)/C=C/c1ccc([N+](=O)[O-])cc1)Nc1ccc2[nH]c(=O)[nH]c2c1	50µM*	-1%	-14%	·	5%	·	?	·	-6%
Cc1ccc(NS(=O)(=O)c2ccc(C(=O)OCC(=O)NCC3CCCO3)cc2)cc1 (stereo unspecified)	3%	-7%	-1%	-14%	·	1%	26%	0%	0%
COc1ccc(C(=O)NC(=S)Nc2ccccc2[N+](=O)[O-])cc1OC	?	8%	-20%	-1%	-36%	105%	28%	-2%	-7%
Cc1cc(=O)[nH]c2nnc(SCC(=O)N3CC(C)OC(C)C3)n12 (stereo unspecified)	3%	24%	-19%	·	7%	·	36%[activator]	·	5%
COc1cccc(NC(=O)COc2ccccc2)c1	12%	36%	-8%	?	-6%	-7%	-10%	-10%	3%
COc1ccccc1N1CC(C)C(=O)NC1=S (stereo unspecified)	15%[59 µM]	1%	-2%	1%	1%	?	9%	-1%	-23%
CC(=O)Nc1ccc(S(=O)(=O)N(CCc2ccccc2)CC(=O)N/N=C/c2ccc(C(=O)O)cc2)cc1	10%	-1%	-6%	-17%	-3%	-9%	-5%	2%	-11%
CSc1nc(NC2CCCC2)c([N+](=O)[O-])c(NC2CCCC2)n1	·	-3%&-5%	·	-11%	·	·	·	-2%&-1%	13%[60.1 µM]
Cc1cccc2cc(CN(CC3CCCO3)C(=O)c3cccnc3)c3nnnn3c12 (stereo unspecified)	-4%	1%	-1%	-14%	-3%	-11%	2%	0%	-19%
CCC(=O)N1CCN(c2ccc(NC(=S)NC(=O)c3cc4ccccc4o3)cc2)CC1	·	1%	-2%	-4%	-5%	4%	26%	1%	-23%
O=C(NNS(=O)(=O)c1ccccc1)c1ccc(F)cc1	-19%[0.501 µM]	13%	-8%	-4%	-23%	12%	90%[activator]	-2%	-7%
CS(=O)(=O)Nc1ccc(C(=O)Nc2ccccc2-c2ccccc2)cc1	-35%	12%	-6%	-10%	-4%	-5%	-10%	-11%	3%
CN(CC(=O)Nc1ccc(Cl)c(Cl)c1)C(=O)C1CCCC1	?	-29%	-17%	·	7%	·	-17%	·	0%
CC1Sc2ccc(S(=O)(=O)NCCc3ccc(S(N)(=O)=O)cc3)cc2NC1=O (stereo unspecified)	38%	55%	-14%	-4%	-15%	-11%	11%	0%	10%
CC(=O)Nc1ccc(-c2csc(NC(=O)C3CCN(S(=O)(=O)c4cccs4)CC3)n2)cc1	?	6%	-9%	-10%	-27%	36%	-3%	1%	-8%
CCCCCCCCn1c(=O)c(C(=O)OCC)c(O)c2ccccc21	0%[12.7 µM]	13%	-21%	-17%	-3%	6%	14%	-9%	-7%
COc1cc(CC(=O)Nc2cccc(C(F)(F)F)c2)cc(OC)c1OC	-3%[59 µM]	12%	-9%	-5%	6%	-16%	-6%	-2%	-16%
COc1ccc(/C=C(\NC(=O)c2ccc([N+](=O)[O-])cc2)C(=O)NCCN2CCOCC2)cc1	37%	-9%	-4%	-2%	5%	12%	80%[activator]	-1%	-11%
Cc1c(NC(=O)C2(c3ccccc3)CCCC2)c(=O)n(-c2ccccc2)n1C	7%[59 µM]	0%	-10%	-7%	9%	0%	16%	-12%	-4%
CN(Cc1ccccc1)C(=O)c1ccccc1C(=O)OCC(=O)N(Cc1ccccc1)C(C)(C)C	·	-19%	-19%	·	·	·	21%	·	0%
COc1cc(S(=O)(=O)Nc2cccc(C(=O)O)c2)c(OC)cc1Cl	4%[12.7 µM]	1%	4%	-4%	12%	-12%	0%[58.9 µM]	-6%	-2%
Cn1cnc2cc(NCc3cccs3)ccc21	?	6%	-5%	-19%	-30%	-8%	43%[activator]	-8%	-20%

Only part of the results is shown (hit frequency here may not be typical).
